From PubChem BioAssay
Bfl-1 inhibitors: Bfl-1 inhibitors, primary screen, biochemical, fluorescence polarization, FITC-Bid, mouse (AID 432); FITC-Bid BH3 peptide fluorescence polarization displacement; higher % means a stronger effect; displacement, % at 20 µM, or IC50 in µM where a hit was titrated; 64,000 tested, 0.02% active; in the data active = a potency from the dose series; inactive = the rest, 99 in 100 with displacement below about 15%; also: strong numbers were not always called active
MK inhibit: S. pneumoniae MK inhibitors, primary screen, biochemical, PK/LDH-coupled NADH absorbance; mevalonate kinase [Streptococcus pneumoniae D39]; purified MK, PK/LDH-coupled NADH absorbance 340 nm; inhibition, % at 10 µM; 65,000 tested, 0.48% active;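 active = ranked among the strongest by inhibition in the single 10 µM screen, a fixed top-ranked set picked for dose follow-up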; also: no value below 0 was filed
KRASV12 cytotoxicity: cytotoxicity in KRAS-transformed pancreatic duct cells, primary screen, cell-based, fluorescence, HTS (AID 431). HPDE-C7K KRASV12 cells, Alamar Blue viability, 48 h; higher % means a stronger effect. cytotoxicity, % at 10 µM; hits with a dose series show EC50 in µM. 63,000 tested, 1.7% active;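 active = compounds whose percent cytotoxicity in the single-dose primary screen, scaled between solvent and toxic-drug controls, exceeds 50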;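 also: 0% = DMSO solvent wells and 100% = doxorubicin-treated wells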
Spn DPM-DC inh: S. pneumoniae DPM-DC inhibitors, primary screen, biochemical, PK/LDH-coupled NADH fluorescence | purified DPM-DC | 65,000 tested, 0.49% active | calls only at 10 µM | diphosphomevalonate decarboxylase (Streptococcus pneumoniae D39);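 active = the 320 compounds with the highest percent inhibition in the single-dose primary screen, excluding strongly autofluorescent ones, cut at about 32% in these data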;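 also: kinetic rate of NADH fluorescence loss reporting ADP formed by the decarboxylase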
PMK inhibit: S. pneumoniae PMK inhibitors, primary screen, biochemical, mevalonate pathway, pilot trial included; inhibition, % at 10 µM; purified PMK, PK/LDH-coupled NADH absorbance 340 nm; AID 539, 2006; phosphomevalonate kinase (Streptococcus pneumoniae D39); 65,000 tested, 0.49% active;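 active = top-ranked compounds by inhibition in the single 10 µM screen, taking a fixed number of the strongest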;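 also: 0% = full reaction with DMSO carrier and 100% = background rate without enzyme reaction; no value below 0 was filed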
HT1080 viability: cytotoxicity in HT1080 fibrosarcoma cells, cell-based, fluorescence readout (AID 620); 87,000 tested, 0.42% active; one-dose cytotoxicity, % at 10 µM; EC50 in µM for titrated hits; HT1080 viability, fluorescence; higher % means a stronger effect;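 also: cells exposed to compound overnight then 4 h with Alamar Blue; 0% = vehicle DMSO and 100% = killing control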
LYP phosphatase: LYP phosphatase inhibitors, primary screen, biochemical, DiFMUP fluorescence, recombinant catalytic domain, 10 µM (AID 606); Tyrosine-protein phosphatase non-receptor type 22 (Homo sapiens); recombinant LYP catalytic domain, DiFMUP fluorescence; higher % means a stronger effect; inhibition, % at 10 µM; hits with a dose series show IC50 in µM; 52,000 tested, under 10 active;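 active = IC50 under 40 µM in the dose-response test; inactive = IC50 of 40 µM or more, or never dose-tested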
Alkaline phosphatase: human TNAP enzyme inhibitors, biochemical, luminescent (AID 518); Alkaline phosphatase, tissue-nonspecific isozyme (Homo sapiens); purified TNAP enzyme, luminescent substrate readout; higher % means a stronger effect; one-dose inhibition, % at 20 µM; IC50 in µM for titrated hits; 64,000 tested, 0.09% active; in the data active = a potency from the dose series; inactive = the rest, 99 in 100 with inhibition below about 22%;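 also: plate controls were vehicle for no effect and reference inhibitor for full effect; many of its hits are not listed in these tables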
HPDE-C7 viability: cytotoxicity in HPDE-C7 cells, cell-based, fluorescence, HTS (AID 430); HPDE-C7 pancreatic duct cells viability, fluorescence; higher % means a stronger effect; cytotoxicity, % at 10 µM; hits with a dose series show EC50 in µM; 63,000 tested, 1.8% active;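 also: cells exposed to compound for 48 hours before viability readout; 0% = vehicle and 100% = reference cytotoxic drug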
PMK inhibit pilot replicates: also measured in PMK inhibit; calls as there; inhibition, %; measured here: pilot screen replicates
MK inhibit pilot replicates: also measured in MK inhibit; calls as there; inhibition, %; measured here: pilot screen replicates
Spn DPM-DC inh pilot screen %: second read-out of Spn DPM-DC inh, no call of its own (marks repeat the call); inhibition, %; measured here: pilot screen trials
* marks the source's active call; other numbers are inactive results; i = inactive; x = no result given. Rule as the data show it, unless noted: active = cytotoxicity above about 50%; inactive = the rest. Random draw from the library; any-hit rate near 3.3%.

SMILES | Bfl-1 inhibitors | MK inhibit | KRASV12 cytotoxicity | Spn DPM-DC inh | PMK inhibit | HT1080 viability | LYP phosphatase | Alkaline phosphatase | HPDE-C7 viability | others
Cn1c(CCN2CCCCC2)nc2cc(NS(=O)(=O)c3ccc(F)cc3)ccc21 | 2% | 12 | -1% | i | 12 | 6% | -8% | 4% | 7%
Cc1nnc(SCC(=O)Nc2ncc3c(n2)CCCC3=O)s1 | 2% | 5 | 0% | i | 7 | -7% | 5% | 5% | -11%
CCOc1ccc(S(=O)(=O)NCC2CCCO2)c2cccnc12 (stereo not drawn) | 1% | 6 | -11% | i | 0 | 25% | 6% | -2% | -27% | PMK inhibit pilot replicates=3.0;MK inhibit pilot replicates=0.0;Spn DPM-DC inh pilot screen %=12
CCCCOC(=O)c1[nH]c(C)c(C(=O)OC)c1C | 7% | 1 | -10% | i | 2 | -2% | 6% | 0% | 8%
CCOC(=O)C1=C(C)NC(=O)NC1c1ccc(OCC(=O)Nc2ccccc2)c(OC)c1 (stereo not drawn) | 2% | 8 | -9% | i | 2 | -3% | -2% | 2% | -22%
Cn1nnnc1SCC(=O)Nc1ccc(Cl)cc1Cl | -6% | 6 | -1% | i | 0 | 2% | x | 8% | -33%
CC(NC(=O)c1ccc2c(c1)OCCO2)C(=O)O (stereo not drawn) | 1% | 3 | -11% | i | 13 | -1% | 8% | 6% | -2%
COCCn1c(=S)[nH]c2cc(OC)c(OC)cc2c1=O | -5% | 11 | 0% | i | 10 | 4% | -2% | 4% | 0%
Cc1cc(NC(=O)CSc2nnc3c(C)cc4cc(C)c(C)cc4n23)no1 | -1% | 13 | 10% | i | 11 | 12% | 16% | 9% | 7%
O=C(O)CC(NS(=O)(=O)c1cccc2nsnc12)c1ccc(F)cc1 (stereo not drawn) | -3% | 1 | -3% | i | 9 | -4% | 1% | 10% | -9%
Cc1cc(=O)n(C)c(=O)n1CCCCCN1CCCC1 | 2% | 1 | -5% | i | 15 | -4% | 3% | 9% | -10% | PMK inhibit pilot replicates=0.5;MK inhibit pilot replicates=7.0;Spn DPM-DC inh pilot screen %=0.5
CCN(CC)C(=O)CSc1ncnc2c(-c3cccs3)nsc12 | 2% | 0 | 11% | i | 10 | 7% | 10% | 12% | -4%
Cc1[nH]cnc1CSCCN | -4% | 7 | -5% | i | 12 | -1% | 3% | 9% | -8%
CCOC(=O)N1CCC(NC(=O)C2=C(C)C(=O)OC23CCC(C)CC3)CC1 (stereo not drawn) | 0% | 9 | -10% | i | 0 | -7% | -4% | 8% | -14%
O=C(CN1CCOCC1)Nc1c2c(nc3ccccc13)N(Cc1ccccc1)CC2 | 2% | 8 | 1% | x | 12 | 2% | 12% | 6% | -2%
O=C(O)C1C2C=CC(C2)C1C(=O)NC1CCS(=O)(=O)C1 (stereo not drawn) | 1% | 15 | 2% | i | 14 | -3% | -3% | 8% | 8%
O=S(=O)(c1cc(Cl)ccc1Cl)N1CCCCC1 | 1% | 7 | 0% | i | 4 | 1% | 11% | 10% | -4%
O=C(CSc1nc(-c2ccncc2)nn1CC(=O)N1CCCCC1)NC1CCCC1 | 4% | 8 | -6% | i | 0 | -1% | x | 8% | -3%
O=C(NCc1ccco1)c1cc(S(=O)(=O)N2CCOCC2)c(Cl)cc1Cl | 2% | 6 | -8% | i | 4 | 5% | 10% | 8% | -16%
CC(C)CCN1CC(C(=O)NCc2ccc(F)cc2)CC1=O (stereo not drawn) | -5% | 0 | -11% | i | 21 | -2% | 5% | 8% | -3%
Cc1cc(=O)[nH]c(S/C=C/c2ccccc2)n1 | -2% | 12 | -2% | i | 8 | -1% | 12% | 8% | -6% | PMK inhibit pilot replicates=1.5;MK inhibit pilot replicates=2.0;Spn DPM-DC inh pilot screen %=1.0
CCCNC(=O)C(CC)NS(=O)(=O)c1ccc(OC)cc1 (stereo not drawn) | -6% | 5 | -9% | i | 3 | 9% | -7% | 1% | -9%
COc1ccc(N2CCN(C(=O)c3ccc(NS(=O)(=O)c4ccccc4)cc3)CC2)cc1 | -4% | 13 | -22% | i | 12 | 4% | 8% | 8% | -13%
COc1cc(OC)cc(C(=O)NCc2n[nH]c(=S)n2-c2ccccc2)c1 | -1% | 28 | -3% | i | 17 | 8% | 6% | 9% | -8%
Cc1nnc(SCC(=O)c2ccc(S(=O)(=O)N3CCOCC3)cc2)n1-c1ccccc1 | 3% | 0 | -6% | i | 12 | 15% | 10% | -6% | -6%
O=C(O)c1cc2cc(Cl)cc(Cl)c2oc1=O | -3% | 7 | -3% | i | 0 | -17% | 8% | 12% | -14%
CCCCN(C)Cc1c(C)[nH]c2ccc(OCC)cc2c1=O | -2% | 2 | -1% | x | 0 | 3% | 15% | 9% | -3%
O=C(CN1C(=O)c2ccccc2S1(=O)=O)Nc1ccc(S(=O)(=O)N2CCCCCC2)cc1 | 1% | 7 | -5% | i | 11 | 2% | 5% | 13% | -3% | PMK inhibit pilot replicates=4.0;MK inhibit pilot replicates=0.0;Spn DPM-DC inh pilot screen %=0.0
Cc1ccccc1NS(=O)(=O)c1cccc(-c2nnc(-c3ccccc3)o2)c1 | -8% | 1 | 2% | i | 6 | -2% | x | 7% | 3%
O=C(NCc1ccco1)c1cc(-c2cccnc2)nc2ccc(Cl)cc12 | 0% | 8 | 11% | i | 6 | 6% | 7% | 10% | 5%

Continued; the last 3 above are carried over.
SMILES | Bfl-1 inhibitors | MK inhibit | KRASV12 cytotoxicity | Spn DPM-DC inh | PMK inhibit | HT1080 viability | LYP phosphatase | Alkaline phosphatase | HPDE-C7 viability | others
O=C(CN1C(=O)c2ccccc2S1(=O)=O)Nc1ccc(S(=O)(=O)N2CCCCCC2)cc1 | 1% | 7 | -5% | i | 11 | 2% | 5% | 13% | -3% | PMK inhibit pilot replicates=4.0;MK inhibit pilot replicates=0.0;Spn DPM-DC inh pilot screen %=0.0
Cc1ccccc1NS(=O)(=O)c1cccc(-c2nnc(-c3ccccc3)o2)c1 | -8% | 1 | 2% | i | 6 | -2% | x | 7% | 3%
O=C(NCc1ccco1)c1cc(-c2cccnc2)nc2ccc(Cl)cc12 | 0% | 8 | 11% | i | 6 | 6% | 7% | 10% | 5%
CC1CCN(CCC(=O)Nc2ccc(Br)cc2)CC1 | 1% | 16 | 30% | i | 5 | -6% | -3% | 15% | 36% | PMK inhibit pilot replicates=1.5;MK inhibit pilot replicates=0.0;Spn DPM-DC inh pilot screen %=5.0
Cc1nc2c(-c3ccccc3)c(C)nn2c(C)c1CCC(=O)O | -7% | 11 | 25% | i | 0 | 17% | -5% | 16% | 5% | PMK inhibit pilot replicates=3.5;MK inhibit pilot replicates=4.5;Spn DPM-DC inh pilot screen %=5.0
CCOC(=O)c1ccccc1NC(=O)Cn1c(-c2nonc2N)nc2ccccc21 | 3% | 0 | 58%* | i | 8 | 60%* | 5% | 8% | 68%*
CC(C)c1ccc(NC(=O)C(c2ccccc2)N2CCN(C=O)CC2)cc1 (stereo not drawn) | -3% | 0 | 6% | i | 15 | 0% | x | -5% | -2%
CN1c2cccc3cccc(c23)N(C)C1(C)C | -18% | 0 | 5% | x | 18 | -1% | 6% | 9% | 8%
COc1cc(OC)c(C2CC(=O)N3CN(c4ccccc4)CSC3=C2C#N)cc1OC (stereo not drawn) | 3% | 64* | -6% | i | 5 | 2% | x | 7% | 1%
Cc1cc(N)n(-c2ccccc2)n1 | -7% | 10 | 3% | i | 0 | x | 4% | 1% | 0%
OCCN1CCN(Cc2cccc(Oc3ccc(Cl)cc3)c2)CC1 | -6% | 7 | x | i | 10 | 5% | x | 8% | x
Cc1ccc(N2C(=O)NC3(CCCCC3)C2=O)cc1 | -12% | 8 | 4% | i | 0 | 0% | 20% | 8% | 4%
Cc1oc2c(CN(C)C)c(O)ccc2c(=O)c1-c1ccc2ccccc2n1 | -5% | 4 | -6% | i | 0 | -13% | x | 0% | 1%
COc1ccccc1N1CCN(Cc2nnnn2CCc2ccccc2)CC1 | 5% | 12 | 8% | i | 19 | -8% | x | 16% | 6% | PMK inhibit pilot replicates=0.0;MK inhibit pilot replicates=0.0;Spn DPM-DC inh pilot screen %=0.0
O=C(COc1ccc(Cl)cc1Cl)N(Cc1ccco1)C1CCS(=O)(=O)C1 (stereo not drawn) | 3% | 2 | -12% | i | 3 | 15% | x | 4% | -6%
COCCN(CC(=O)NCc1ccccc1)C(=O)CCC(=O)Nc1nccs1 | 5% | 2 | 2% | i | 5 | -22% | x | 11% | -1%
CCOC(=O)c1csc(NC(=O)c2ccc(OC)c(OC)c2)n1 | -10% | 0 | 0% | i | 14 | -2% | 4% | 6% | 3%
COc1nc(N)nc(N2CCOCC2)n1 | -8% | 8 | 9% | i | 17 | -6% | x | 6% | -3%
CNC(=O)c1c(NC(=O)c2ccc(S(=O)(=O)N3CCOCC3)cc2)sc2c1CCC2 | 8% | 1 | 6% | i | 7 | 6% | x | 21% | -5%
CC1(C)Cc2ccccc2-c2nc(NCCCO)n(-c3ccccc3)c(=O)c21 | -8% | 4 | 13% | x | 5 | 14% | 13% | 0% | 16%
Cc1cc(C)c(S(=O)(=O)N(CC(=O)NCc2cccnc2)C2CCCCC2)c(C)c1 | 0% | 0 | x | i | 4 | -24% | 4% | 1% | x
COC(=O)c1cc(CC(=O)c2ccc(O)cc2O)c(C)o1 | -2% | 5 | 18% | i | 19 | -8% | x | 14% | 5%
Cc1nnc(SCCn2c(N3CC(C)CC(C)C3)nc3c2c(=O)[nH]c(=O)n3C)s1 (stereo not drawn) | 6% | 2 | 4% | i | 3 | -4% | 8% | 14% | 7%
CCOC(=O)C1CCN(C(=O)N(C)C)CC1 | -3% | 4 | -9% | i | 0 | -1% | 8% | 12% | -10%
COc1ccccc1N1CCN(Cc2nc(N)nc(Nc3ccccc3)n2)CC1 | -3% | 6 | 8% | i | 13 | -8% | x | 6% | 0%
CCN(CCNC(=O)C1CCN(S(=O)(=O)CC)CC1)c1ccccc1 | 1% | 7 | -12% | i | 16 | 4% | 10% | 11% | -34% | PMK inhibit pilot replicates=5.5;MK inhibit pilot replicates=1.5;Spn DPM-DC inh pilot screen %=1.5
O=C(NC1CC1)C1CCC(=O)N1C1CCCC1 (stereo not drawn) | 1% | 0 | 8% | i | 10 | -4% | 10% | 19% | 12% | PMK inhibit pilot replicates=1.5;MK inhibit pilot replicates=0.0;Spn DPM-DC inh pilot screen %=0.0
O=C(c1ccco1)n1nc(-c2ccccc2)nc1NCc1ccco1 | -7% | 7 | 14% | i | 3 | 3% | -2% | 18% | -3%
CN1C(=O)SC(Nc2ccc(F)cc2)C1=O (stereo not drawn) | -11% | 6 | 31% | i | 10 | -2% | 3% | 10% | 25%
